Screening data as filed in PubChem BioAssay.
TDP1 cell CPT – DT40-hTDP1 cell growth loss with CPT; chicken DT40 Tdp1-/-;hTDP1 cells + 20 nM CPT, ATP luminescence, 48 h; Potency, µM (doses to about 46.2 µM), without a hit: at the top dose activity change, negative = growth inhibition, usual class: inhibitors; actives 12% (n = 420,000); AID 686979; also: nearly all actives have a fitted effect of over 55% in size
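Cell growth measured by CellTiter-Glo luminescence after a minimum 48 h, 37 C compound exposure with 20 nM CPT in Tdp1-knockout DT40 cells stably expressing hTDP1, seeded 400/well; qHTS titration format.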
KAT2A inh – GCN5L2 (KAT2A) acetyltransferase inhibition; Q92830; GCN5L2 HAT assay, ThioGlo1 CoA-SH fluorescence; Potency, µM (highest dose often 58.9 µM), inactives show at the highest dose activity change, negative = inhibition, hits mostly inhibitors; actives 0.21% (n = 390,000); AID 504327
Target sequence (Q92830 whole entry, looked up): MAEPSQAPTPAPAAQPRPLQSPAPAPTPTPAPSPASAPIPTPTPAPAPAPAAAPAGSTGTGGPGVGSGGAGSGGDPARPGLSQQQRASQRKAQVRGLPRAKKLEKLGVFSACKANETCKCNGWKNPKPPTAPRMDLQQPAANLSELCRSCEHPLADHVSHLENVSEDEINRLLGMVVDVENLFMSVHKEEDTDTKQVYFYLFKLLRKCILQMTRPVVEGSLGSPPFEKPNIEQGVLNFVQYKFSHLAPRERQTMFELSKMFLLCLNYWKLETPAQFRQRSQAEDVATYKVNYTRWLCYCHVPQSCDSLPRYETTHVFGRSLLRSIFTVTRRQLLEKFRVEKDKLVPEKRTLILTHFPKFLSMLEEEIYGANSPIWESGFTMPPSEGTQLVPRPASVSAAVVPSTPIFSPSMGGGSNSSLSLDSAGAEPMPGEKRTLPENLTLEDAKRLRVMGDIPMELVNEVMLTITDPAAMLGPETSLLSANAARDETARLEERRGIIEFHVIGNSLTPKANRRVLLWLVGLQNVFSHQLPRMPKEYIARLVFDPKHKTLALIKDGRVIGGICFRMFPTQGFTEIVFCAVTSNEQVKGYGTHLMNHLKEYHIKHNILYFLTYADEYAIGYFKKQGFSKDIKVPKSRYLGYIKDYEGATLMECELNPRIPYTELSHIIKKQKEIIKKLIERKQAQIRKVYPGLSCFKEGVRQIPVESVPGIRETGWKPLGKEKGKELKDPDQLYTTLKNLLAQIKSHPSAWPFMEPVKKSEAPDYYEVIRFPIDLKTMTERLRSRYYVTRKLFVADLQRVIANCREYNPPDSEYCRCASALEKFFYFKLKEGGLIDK
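Preincubate 20nM GCN5L2 with compound 15 min, RT → add 50uM ThioGlo1 + 75uM H3(1-25) + 70uM acetyl-CoA → read fluorescence 0 and 20 min. Primary qHTS; fluorescent artifacts likely.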
TDP1 cell noCPT – qHTS for Inhibitors of human tyrosyl-DNA phosphodiesterase 1 (TDP1): qHTS in cells in absence of CPT; DT40 Tdp1-/- hTDP1 cells, no CPT, ATP luminescence, 48 h; Potency, µM (series often up to 46.2 µM), without a hit: top-dose activity change, negative = growth inhibition, actives largely listed as inhibitors; AID 686978, 2013; actives 15% (n = 420,000); also: nearly all actives have a fitted effect of over 55% in size
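A cellular qHTS used chicken DT40 cells lacking endogenous Tdp1 but carrying stably transfected human TDP1. Compounds were applied without camptothecin, and cell growth kinetics were judged by ATP-dependent luminescence after ≥48 hr.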
An asterisk follows results filed as active; ? = inconclusive; . = not tested or not shown; & = joins results of further samples; [ ] = remark or other dose. Calls follow the shape of the dose curve; as a rule, active = well fitted curve in the direction sought with a large enough effect; inconclusive = small, poorly fitted or top-dose-only effect, or another doubt; inactive = no such curve, though single readings can be large; an effect the other way counts as inactive or inconclusive. % is scaled to controls: 0 for no effect and ±100 for the full control effect; potency is read from the fitted curve at half-maximal effect.

Every second line gives: TDP1 cell CPT | KAT2A inh | TDP1 cell noCPT
- COc1cc(/C=C2/NC(=O)N(CC(=O)Nc3ccc(C)cc3)C2=O)ccc1Oc1ccc([N+](=O)[O-])cn1
    ? | -8% | 13%
- COc1ccc(CCNC(=O)C2CCN(S(=O)(=O)c3ccc(SC)cc3)CC2)cc1
    -9% | -6% | -11%
- CCN(Cc1ccccc1)S(=O)(=O)c1ccc(C(=O)N(CCCN(C)C)c2nc3cc(C)cc(C)c3s2)cc1
    23µM* | -10% | 12µM*
- CCC/C(O)=C1\C(=O)CC(c2ccccc2)CC1=NC(C)C(=O)O (stereo unspecified)
    21% | 0% | -12%
- C[C@H]1CN([C@@H](C)CO)C(=O)c2cc(NC(=O)C3CCCCC3)ccc2O[C@H]1CN(C)C(=O)Nc1ccc2c(c1)OCO2
    ? | 0% | ?
- N#C/C(=C(O)\C=C\c1ccccc1)c1nc2ccccc2[nH]1
    -18% | -7% | ?
- COc1cc([N+](=O)[O-])ccc1N=Nc1c(N)[nH]n(-c2ccccc2)c1=O
    -17% | 0% | -25%
- COc1ccccc1CNC(=O)CN1C(=O)NC2(CCCc3sccc32)C1=O (stereo unspecified)
    -14% | -10% | -2%
- CCCS(=O)(=O)N1CCC(C(=O)NCCC(C)C)CC1
    5% | -8% | -15%
- Cc1cc(N(CN2CCCC2=O)C(=O)c2ccccc2)no1
    -12% | 2% | -3%
- COC1(C)CC2C(CC1OC(=O)c1cc([N+](=O)[O-])cc([N+](=O)[O-])c1)C2(C)C (stereo unspecified)
    20% | -4% | -1%
- FC(F)(F)c1cnc(Oc2ccccc2-c2nnco2)c(Cl)c1
    -17% | -12% | -9%
- Cc1ccccc1-c1nn(-c2ccc(F)cc2F)cc1CNCC(C)O (stereo unspecified)
    -28% | -22% | ?
- CC1(C(=O)N2CCC(CO)(Cc3cccc(C(F)(F)F)c3)CC2)CC1
    ? | -3% | ?
- O=C(CSc1nncn2c1cc1occc12)Nc1ccc(F)c(Cl)c1
    ? | -27% | ?
- O=C(CCC(=O)N1CCN(Cc2ccc(F)cc2)CC1)Nc1nnc(C(F)(F)F)s1
    -17% | -4% | 20%
- O=C(NCc1ccccc1)c1cccc(F)c1F
    5% | -6% | -2%
- Nc1c(C(=O)Nc2ccc(F)c(F)c2)sc2nc(-c3ccncc3)ccc12
    0% | 0% | -5%
- O=c1cc(CSc2ccccn2)c2ccccc2[nH]1
    -26% | 3% | -28%
- COc1ccccc1NC(=O)CCNC(=O)Cn1ccc2ccccc2c1=O
    -2% | -3% | 3%
- C/C(=N\NC(=O)c1ccc(CSc2nncn2C)cc1)c1cccs1
    29% | -7% | -4%
- C=CCSc1nnc(-c2ccc([N+](=O)[O-])cc2)o1
    -18% | 1% | -25%
- N#Cc1cc(S(=O)(=O)c2ccc(Cl)cc2)c(N)[nH]c1=O
    -1% | 2% | 2%
- COc1ccc(CCNC(=O)c2ccccc2SC)cc1
    15% | -21% | -16%
- CC(C)(C)n1nnnc1C(c1cc2cc3c(cc2[nH]c1=O)OCCO3)N1CCSCC1 (stereo unspecified)
    -23% | -2% | -15%
- Clc1ccc(-c2nnc(-c3ccc(Br)cc3)c(N3CCSCC3)n2)cc1
    12µM* | 2% | 12µM*
- COC(=O)c1ccc(NC(C(=O)OC)C(C)C)c([N+](=O)[O-])c1 (stereo unspecified)
    -25% | 1% | 3%
- O=C(Nc1ncc([N+](=O)[O-])s1)c1ccco1
    ? | -4% | ?
- CCN(CC)c1ncnc2c1ncn2[C@H]1CN(Cc2cc(OC)c(OC)c(OC)c2)C[C@@H](CO)O1
    -16% | . | -29%
- COC(=O)c1cccc(NC(=O)c2onc3c2CCCC3)c1
    -13% | -3% | 0%
- O=C(NCC(c1cccs1)N1CCOCC1)c1cc(-c2ccc(F)cc2)nc2ccccc12 (stereo unspecified)
    ? | -16% | 16µM*
- Cc1[nH]n(-c2ccc(C(=O)O)cc2)c(=O)c1CCO
    -12% | 4% | -12%
- CN(C)S(=O)(=O)N(CC(=O)Nc1cccc(F)c1)c1ccccc1
    -19% | 1% | -12%
- O=C(Nc1nc(-c2ccccc2)ns1)c1ccc(Cl)cc1
    ? | -17% | -30%
- O=C(Nc1cc(S(=O)(=O)N2CCOCC2)ccc1N1CCOCC1)c1ccc(Cl)nc1
    ? | 18% | -21%
- COC(=O)Nc1cc(C)nc2ccccc12
    -16% | -22% | -21%
- Cc1cccc2sc(NS(C)(=O)=O)nc12
    -9% | -1% | 1%
- CCn1nc(C)c(Br)c1-c1nc(-c2cccc(C)c2)no1
    -14% | -9% | -25%
- COc1cc(/C=C2/C(=O)N(c3ccc(Br)cc3)N=C2C)cc(OC)c1OC
    ? | -18% | -25%
- CC(C)N1CCc2c(sc(NC(=O)c3nc4ccccc4s3)c2C(N)=O)C1
    13µM* | -5% | 21µM*
- CC(C)c1ccc(OCC(=O)NC2CCCC2)cc1
    2% | -6% | 16%
- COc1cc(C(=O)N/N=C(\C)Cn2nc([N+](=O)[O-])cc2C)ccc1O
    -22% | -2% | -6%
- Cc1ccc(/C=N/NC(=O)CNC(=O)Cc2ccccc2)o1
    -1% | 3% | 1%
- c1ccc(CN2CCC3CC2c2c3cccc2N2CCOCC2)cc1 (stereo unspecified)
    ? | . | 15µM*
- COc1ccccc1N1CCN(C2CC(=O)N(c3ccc(Cl)cc3)C2=O)CC1 (stereo unspecified)
    3% | -9% | 4%
- O=c1/c(=C/c2ccc([N+](=O)[O-])cc2)sc2n1CCCN=2
    26µM* | -3% | 13µM*
- C/C(=N/OC(=O)c1ccc(C)cc1)c1cccs1
    9% | 7% | -18%
- CCOc1ccc(NC(=O)CC2C(=O)N(c3ccccc3)C(=O)N2C2CCCC2)cc1 (stereo unspecified)
    ? | -7% | -11%
- CCCOc1ccc(C(=O)Nc2cccnc2)cc1
    ? | -5% | ?
- Cc1nn(-c2cc(C)c3ccccc3n2)c2c1C1C(C2)C1(C)C (stereo unspecified)
    18µM* | 0% | ?
- CCCCCCN1CC(=O)N2Cc3[nH]c4ccccc4c3C[C@H]2C1=O
    -29% | -2% | ?
- CC(C)N(Cc1ccccc1)C(=O)COC(=O)c1ccc(S(=O)(=O)N2CCOCC2)cc1
    0% | 2% | -14%
- CSc1nc(=O)n2cccc(C)c2n1
    -30% | -8% | -7%
- Cc1nn(-c2ccccc2)c(-c2ccccc2[N+](=O)[O-])c1C(=O)O
    -1% | -5% | -3%
- Cc1c(Cl)cccc1NC(=O)CC1Sc2ccccc2NC1=O (stereo unspecified)
    ? | 3% | ?
- NC(=O)CSc1ccc(Br)cc1
    -24% | 2% | -17%
- COc1cccc(CNCc2c(C(=O)O)c(C)n(Cc3ccc(F)cc3Cl)c2C)c1OC
    ? | 1% | ?
- Cn1c(=O)c2c(nc(NCCNC(=O)c3ccco3)n2Cc2ccccc2Cl)n(C)c1=O
    -27% | -6% | ?
- CCOc1cccc(/C=N/Nc2ccc(S(=O)(=O)N(CC)CC)cn2)c1O
    0.16µM* | -4% | 0.58µM*
- CN(C)CCOCCP(=O)(c1ccccc1)c1ccccc1
    2% | -4% | 17%

(next part)
Every second line gives: TDP1 cell CPT | KAT2A inh | TDP1 cell noCPT
- Cc1ccc(CNC(=O)c2sc3nc4n(c(=O)c3c2C)CCCCC4)cc1
    ? | -4% | ?
- CCCn1c(-c2cccs2)nc2c1c(=O)[nH]c(=O)n2Cc1ccccc1
    ? | -5% | -24%
- CCC(OC(=O)c1ccco1)C(=O)NCc1ccco1 (stereo unspecified)
    -3% | -8% | -16%
- Cc1cc2c(c(=O)n1Cc1ccco1)C(c1cccnc1)C(C#N)=C(N)O2 (stereo unspecified)
    -10% | -3% | -16%
- Cc1c(C(=O)NC(=S)Nc2cccnc2)cccc1[N+](=O)[O-]
    -5% | ? | 23%
- OCC[C@H]1NCc2cc(CO)cc(-c3ccccc3)c21
    ? | . | ?
- COc1ccc(Cc2noc(CN3CCN(c4ccc(Cl)cn4)CC3)n2)cc1OC
    ? | -11% | 18µM*
- O=c1[nH]ncc(N/N=C/c2ccccc2)c1Cl
    ? | -8% | -17%
- C=CCOc1cc(OC)c(OC)c(OC)c1
    0% | -4% | 22%
- CCOC(=O)c1ccccc1NC(=O)c1sc2nc3n(c(=O)c2c1C)CCCCC3
    -10% | 0% | 0%
- Cc1nc2c(C#N)cnn2c2c1CCNN2C
    5% | -8% | -2%
- Cn1c(SCC(=O)c2cccs2)nnc1-c1ccco1
    10% | 0% | 0%
- CCCCn1c(SCC(=O)Nc2cc(C)on2)nnc1-c1ccncc1
    -19% | -5% | -7%
- COc1ccc(CC(=O)OCC(=O)N2c3ccccc3CC2C)cc1OC (stereo unspecified)
    ? | . | -26%
- Cc1cccc2cc(-c3nc4c(C)cccn4c3NCc3ccco3)c(=O)[nH]c12
    ? | -9%[0.501 µM] | ?

Some of the entries above, reformatted.
canonical_smiles,TDP1 cell CPT,KAT2A inh,TDP1 cell noCPT
CSc1nc(=O)n2cccc(C)c2n1,-30%,-8%,-7%
Cc1nn(-c2ccccc2)c(-c2ccccc2[N+](=O)[O-])c1C(=O)O,-1%,-5%,-3%
Cc1c(Cl)cccc1NC(=O)CC1Sc2ccccc2NC1=O (stereo unspecified),?,3%,?
NC(=O)CSc1ccc(Br)cc1,-24%,2%,-17%
COc1cccc(CNCc2c(C(=O)O)c(C)n(Cc3ccc(F)cc3Cl)c2C)c1OC,?,1%,?
Cn1c(=O)c2c(nc(NCCNC(=O)c3ccco3)n2Cc2ccccc2Cl)n(C)c1=O,-27%,-6%,?
CCOc1cccc(/C=N/Nc2ccc(S(=O)(=O)N(CC)CC)cn2)c1O,0.16µM*,-4%,0.58µM*
CN(C)CCOCCP(=O)(c1ccccc1)c1ccccc1,2%,-4%,17%
Cc1ccc(CNC(=O)c2sc3nc4n(c(=O)c3c2C)CCCCC4)cc1,?,-4%,?
CCCn1c(-c2cccs2)nc2c1c(=O)[nH]c(=O)n2Cc1ccccc1,?,-5%,-24%
CCC(OC(=O)c1ccco1)C(=O)NCc1ccco1 (stereo unspecified),-3%,-8%,-16%
Cc1cc2c(c(=O)n1Cc1ccco1)C(c1cccnc1)C(C#N)=C(N)O2 (stereo unspecified),-10%,-3%,-16%
Cc1c(C(=O)NC(=S)Nc2cccnc2)cccc1[N+](=O)[O-],-5%,?,23%
OCC[C@H]1NCc2cc(CO)cc(-c3ccccc3)c21,?,.,?
COc1ccc(Cc2noc(CN3CCN(c4ccc(Cl)cn4)CC3)n2)cc1OC,?,-11%,18µM*
O=c1[nH]ncc(N/N=C/c2ccccc2)c1Cl,?,-8%,-17%
C=CCOc1cc(OC)c(OC)c(OC)c1,0%,-4%,22%
CCOC(=O)c1ccccc1NC(=O)c1sc2nc3n(c(=O)c2c1C)CCCCC3,-10%,0%,0%
Cc1nc2c(C#N)cnn2c2c1CCNN2C,5%,-8%,-2%
Cn1c(SCC(=O)c2cccs2)nnc1-c1ccco1,10%,0%,0%
CCCCn1c(SCC(=O)Nc2cc(C)on2)nnc1-c1ccncc1,-19%,-5%,-7%
COc1ccc(CC(=O)OCC(=O)N2c3ccccc3CC2C)cc1OC (stereo unspecified),?,.,-26%
Cc1cccc2cc(-c3nc4c(C)cccn4c3NCc3ccco3)c(=O)[nH]c12,?,-9%[0.501 µM],?

Returning to the listing with the three entries that preceded the break.
Every second line gives: TDP1 cell CPT | KAT2A inh | TDP1 cell noCPT
- CCCCn1c(SCC(=O)Nc2cc(C)on2)nnc1-c1ccncc1
    -19% | -5% | -7%
- COc1ccc(CC(=O)OCC(=O)N2c3ccccc3CC2C)cc1OC (stereo unspecified)
    ? | . | -26%
- Cc1cccc2cc(-c3nc4c(C)cccn4c3NCc3ccco3)c(=O)[nH]c12
    ? | -9%[0.501 µM] | ?
- CCCCn1c(N)c(N(CC(C)C)C(=O)COC(=O)Cc2c(C)nc3ccccc3c2C)c(=O)[nH]c1=O
    -7% | 3% | 3%
- CSc1ccccc1NC(=O)CN(c1cccc(C)c1)S(C)(=O)=O
    -24% | -4% | -26%
- CCOC(=O)C1=C(COC(=O)CCc2ccc(CC)cc2)NC(=O)NC1C (stereo unspecified)
    -7% | -6% | -7%
- Cc1ccc(NC(=O)CCNS(=O)(=O)c2ccc(Br)s2)cc1
    -3%&-4% | ? | ?
- Cc1ccc(C(CC(=O)NCc2ccco2)c2ccccc2)c(O)c1 (stereo unspecified)
    -24% | -10% | -29%
